IMP-1 inh: inhibitors of Pseudomonas aeruginosa IMP-1 metallo-beta-lactamase | purified IMP-1, nitrocefin hydrolysis, epi-absorbance fluorescence | 290,000 compounds, 0.45% hits | inhibition, % at 5.6 µM;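 active means inhibition above the mean plus 3 SD of all compounds in the same screening run, cut at about 4.5% in these data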;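 further: 0% = IMP-1 with DMSO and 100% = DMSO wells lacking enzyme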
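System – purified recombinant IMP-1 beta-lactamase · Input – IMP-1 dispensed at 0.2 nM · Timing – 15 min preincubation plus 25 min reaction at 25 °C · Signal – Epi-absorbance fluorescence, 480 nm excitation, 530 nm emission · Measure – percent IMP-1 inhibition derived from blank-referenced optical density · Controls – Enzyme-plus-DMSO low control, enzyme-free DMSO high control · Replication – singlicate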
UBC9 SUMO inh: blocks human SUMOylation mediated by UBC9. P63279. HTRF SUMOylation assay, SAE1/SAE2 + UBC9, in vitro. inhibition, % at 35 µM. 290,000 compounds, 0.36% hits. AID 2006; in the data active means inhibition above about 50%, passing the limit was not always enough; further: strong numbers were not always called active
GalR3 antagonist: antagonists of human GalR3; O60755; HEK293 GalR3-CNG cAMP membrane potential fluorescence; galR3 body fused to GalR1 C-terminus; inhibition, % at 3 µM; 360,000 compounds, 0.44% hits; AID 651719;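 active means inhibition above the screen-wide average plus 3 SD, cut at about 13% in these data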;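 further: forskolin and galanin both at EC90 stimulate the cells; cAMP rise reported by CNG channel membrane potential dye signal; 0% = forskolin plus galanin with DMSO and 100% = forskolin alone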
CRFR2-BP antag: blocks CRF-induced signaling of the CRF-BP/CRF-R2 complex | HEK293 CRF-R2/CRF-BP, CRF-induced calcium fluorescence | inhibition, % at 11.8 µM | 350,000 compounds, 0.59% hits;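 active means inhibition of the ligand-induced calcium signal above about 50% at the single tested concentration, limit read from the data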
NS3 helicase inh: blocks Hepatitis C virus NS3 helicase unwinding | NS3 helicase DNA unwinding, Cy5 molecular beacon fluorescence | inhibition, % at 10.9 µM | 290,000 compounds, 0.56% hits | AID 1800;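 active means inhibition above the mean of all tested compounds plus 3 SD, set per campaign, cut at about 35% in these data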;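 further: 0% = DMSO wells and 100% = thioflavine S control wells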
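Compound dosing – single dose, 10.9 µM nominal final, DMSO 0.8% final · System – NS3 helicase fragment of HCV · Buffer or medium – MOPS pH 6.5, MgCl2, DTT, Tween20, BSA · Signal – Cy5 beacon fluorescence read at start and 1 h · Also added – annealed dual-labelled DNA beacon duplex, ATP-started · Schedule – 1 h at 25 °C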
IDE cell inh: inhibitors of human insulin-degrading enzyme in cells; P14735; HEK cells, FAbetaB cleavage, fluorescence polarization; inhibition, % at 5.59 µM; 320,000 compounds, 0.41% hits; AID 434962;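 active means percent inhibition above the average of all tested compounds plus 3 SD, set per screening campaign, cut at about 16% in these data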;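 further: IDE supplied by intact live HEK cells; FP after avidin binding of uncleaved biotin substrate so inhibition keeps polarization high; 0% = DMSO wells and 100% = 60 µM reference IDE inhibitor Ii1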
VIM-2 inhibitor: inhibitors of Pseudomonas aeruginosa VIM-2 metallo-beta-lactamase; purified VIM-2, nitrocefin hydrolysis, epi-absorbance fluorescence; 290,000 compounds, 0.89% hits; inhibition, % at 5.6 µM;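 active means inhibition above the mean of all tested compounds plus 3 SD, cutoff set per screening run, cut at about 7.5% in these data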;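 further: red hydrolysis product quenches plate fluorescence so inhibitors raise well fluorescence; 0% = enzyme with DMSO and 100% = DMSO without enzyme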
IDE cell activ: boosts human insulin-degrading enzyme activity in HEK cells | P14735 | FAbeta-B cleavage, fluorescence polarization; 0% vehicle, 100% cell-free pure enzyme wells | activation, % at 5.96 µM | 340,000 compounds, 0.073% hits | AID 493087;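 active means activation above the mean of all tested compounds plus 3 SD, set per screening campaign, cut at about 17% in these data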
pCIP destab: compounds decreasing mouse p/CIP protein stability. F442A p/CIP-EGFP cells, EGFP fluorescence, 16 h. Q05BA5. 290,000 compounds, 0.01% hits. decrease of EGFP signal, % at 10 µM;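 active means EGFP signal decrease of at least 30% at 10 µM or well 3 SD below plate mean, unless failing retest; inactive means the rest, including hits failing retest or dose response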; further: some compounds called inactive have numbers as strong as hits; many of its hits are not listed in these tables
Target sequence (Q05BA5 1-1403): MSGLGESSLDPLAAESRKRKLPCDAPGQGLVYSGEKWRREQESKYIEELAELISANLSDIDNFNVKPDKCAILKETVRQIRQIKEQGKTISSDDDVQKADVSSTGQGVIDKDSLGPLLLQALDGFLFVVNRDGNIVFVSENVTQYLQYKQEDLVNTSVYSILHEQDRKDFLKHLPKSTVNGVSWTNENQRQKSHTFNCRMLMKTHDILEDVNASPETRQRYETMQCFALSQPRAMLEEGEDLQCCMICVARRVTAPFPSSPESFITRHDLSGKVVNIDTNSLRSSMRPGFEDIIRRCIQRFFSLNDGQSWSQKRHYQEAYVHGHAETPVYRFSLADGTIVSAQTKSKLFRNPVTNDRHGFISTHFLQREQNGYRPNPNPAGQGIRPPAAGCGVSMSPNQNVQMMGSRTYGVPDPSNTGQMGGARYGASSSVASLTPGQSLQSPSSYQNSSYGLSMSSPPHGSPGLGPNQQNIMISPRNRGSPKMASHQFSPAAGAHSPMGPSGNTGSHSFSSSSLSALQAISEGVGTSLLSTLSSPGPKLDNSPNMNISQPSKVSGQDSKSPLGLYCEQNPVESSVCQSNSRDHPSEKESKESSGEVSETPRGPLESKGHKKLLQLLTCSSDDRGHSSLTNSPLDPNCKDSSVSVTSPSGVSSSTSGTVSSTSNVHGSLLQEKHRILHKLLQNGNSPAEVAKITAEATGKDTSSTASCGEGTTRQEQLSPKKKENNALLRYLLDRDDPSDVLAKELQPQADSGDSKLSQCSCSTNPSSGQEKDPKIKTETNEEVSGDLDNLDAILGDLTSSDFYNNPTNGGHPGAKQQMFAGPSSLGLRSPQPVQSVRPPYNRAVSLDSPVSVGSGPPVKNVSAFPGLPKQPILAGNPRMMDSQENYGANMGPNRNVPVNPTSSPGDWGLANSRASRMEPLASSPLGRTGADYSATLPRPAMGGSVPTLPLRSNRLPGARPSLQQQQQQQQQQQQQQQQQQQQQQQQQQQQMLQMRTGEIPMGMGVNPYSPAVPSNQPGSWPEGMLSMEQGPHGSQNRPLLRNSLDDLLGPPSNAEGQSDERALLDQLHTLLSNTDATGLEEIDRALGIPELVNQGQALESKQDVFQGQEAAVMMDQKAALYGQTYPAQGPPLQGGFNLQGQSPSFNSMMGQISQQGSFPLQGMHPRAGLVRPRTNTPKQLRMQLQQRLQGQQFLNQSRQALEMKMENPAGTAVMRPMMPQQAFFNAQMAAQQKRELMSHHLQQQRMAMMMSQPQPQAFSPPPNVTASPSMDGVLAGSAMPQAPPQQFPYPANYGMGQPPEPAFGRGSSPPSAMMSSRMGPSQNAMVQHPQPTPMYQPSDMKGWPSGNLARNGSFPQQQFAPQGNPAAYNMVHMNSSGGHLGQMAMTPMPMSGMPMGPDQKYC
Numbers without * were called inactive; x = not tested or not shown.

CRFR2-BP antag	GalR3 antagonist	IMP-1 inh	UBC9 SUMO inh	IDE cell activ	pCIP destab	VIM-2 inhibitor	NS3 helicase inh	IDE cell inh	SMILES
29	-4	x	x	-3	x	x	x	1	Cc1nn(-c2ccc(Cl)cc2)c(Cl)c1/C=N/NC(=O)c1ccc(NS(=O)(=O)c2cccs2)cc1
x	x	-2.5	15	x	-14	-2.1	2	3	C=CCn1c(=O)/c(=C2/Sc3cc(OC)ccc3N2C)s/c1=C1\C(=O)N(CC)C(=S)N1C
-6	5	-4.6	-6	1	-1	-3.2	5	7	COc1ccc(NC(C)=O)cc1NC(=O)CN1CCN(S(=O)(=O)c2ccc(C(C)C)cc2)CC1
6	-8	-1.2	-6	2	6	-0.4	-4	2	COc1ccc(C)cc1NC(=O)CCN1CCN(c2ccccc2)CC1
-2	-2	-6.0	23	4	-14	-2.3	-8	-2	CCC(C)C(=O)N1CCc2cc(-c3csc(N)n3)ccc21 (centres undefined)
4	-5	-1.3	7	0	-10	-1.7	-6	-4	COc1ccc(NC(=O)c2cc([N+](=O)[O-])ccc2NC(=O)CNCc2ccccn2)c(OC)c1
17	-4	-2.6	32	-4	-22	-4.3	1	-3	O=C(/C=C/c1ccc2c(c1)OCO2)Nc1ccc(Cl)cn1
-13	1	x	x	11	x	x	x	-1	CCN1C(=O)[C@H]2[C@@H](c3ccc(-c4ccccc4)cc3)N3CCCC[C@@]3(C(=O)OC)[C@H]2C1=O
-15	-10	-1.3	9	5	-10	-2.8	-35	4	Cc1cc(-c2ccc(C)c(S(=O)(=O)NCCCN(Cc3ccccc3)C(C)C)c2)on1
37	x	-2.1	5	-1	-11	-0.6	5	6	O=C(C1=C[C@@H](c2coc3ccccc3c2=O)C[C@@H](OCc2ccc(CO)cc2)O1)N1CCCCCCC1

(cont.)
CRFR2-BP antag	GalR3 antagonist	IMP-1 inh	UBC9 SUMO inh	IDE cell activ	pCIP destab	VIM-2 inhibitor	NS3 helicase inh	IDE cell inh	SMILES
1	-11	-6.1	2	-1	-10	-0.8	3	-7	Fc1ccc(Nc2c3c(nc4ccccc24)CCC3)cc1
-1	-3	-3.4	1	2	-4	-5.3	-9	4	O=C(c1ccc(Cl)cc1)c1cn[nH]c1-c1ccccc1O
30	-1	-4.0	5	-1	-7	-3.0	-5	2	O=c1c(Cc2ccccc2)c(O)nc2n1CCCS2
1	-2	x	46	1	-8	x	x	0	NC(=O)CC(NC(=O)Cc1cccc2ccccc12)c1ccc(NCC2CC2)c([N+](=O)[O-])c1 (centres undefined)
-10	-1	-2.4	9	9	2	1.4	-14	2	CCC(=O)c1c[nH]c(C(=O)N2CCOCC2)c1
-8	-2	-3.8	-12	5	-8	-2.2	7	7	CCOc1ccc(-c2nnc(SCc3nnc(-c4ccccc4)o3)n2-c2ccccc2F)cc1
-17	-2	-1.6	12	-1	-9	-8.8	0	0	COc1cc(S(=O)(=O)n2cnc(C)c2)ccc1Br
69*	-7	-7.7	21	10	6	-4.9	-15	-1	CCCn1nc([N+](=O)[O-])c(C(C#N)c2nc3ccccc3s2)c(Cl)c1=O (centres undefined)
-27	-2	-1.6	-6	1	-5	-0.3	4	0	O=C(CN1CCCCCC1)Nc1cc(C(F)(F)F)ccc1Cl
-3	-1	-3.9	21	-1	-16	-2.5	14	0	O=C(N/N=C/c1cccn1-c1ccc(O)cc1)c1cccc2ccccc12

Further entries follow.
CRFR2-BP antag	GalR3 antagonist	IMP-1 inh	UBC9 SUMO inh	IDE cell activ	pCIP destab	VIM-2 inhibitor	NS3 helicase inh	IDE cell inh	SMILES
19	-4	-2.5	-5	4	-1	0.4	2	8	CN(C)S(=O)(=O)c1cccc(NC(=O)COC(=O)COc2ccccc2[N+](=O)[O-])c1
2	-1	0.4	10	1	-16	0.6	18	2	CCOc1ccc(NC(=O)N(CC(C)C)CC(C)C)cc1
4	-7	-2.4	1	0	8	10*	-17	1	CN1CCN(c2nnc(-c3ccc(Cl)cc3)c3ccccc23)CC1
13	-5	x	x	3	x	x	x	3	O=C(Cc1cccc([N+](=O)[O-])c1)Nc1ccc(C(=O)N2CCCCC2)cc1
19	-3	-0.4	5	3	-9	-1.1	14	1	O=C(Nc1cccc(C(F)(F)F)c1)C(=O)N1CCCCC1
-7	x	-4.1	3	8	4	-2.8	-2	-1	O=C(CN1C(=O)c2ccccc2C1=O)Nc1nnc(C2CCCO2)s1 (centres undefined)
1	-4	-1.9	3	7	2	-1.3	-3	-5	CC(=O)c1ccc(OCC(=O)Nc2ccccc2C(=O)NC2CC2)cc1
0	-1	-1.6	20	4	-11	-1.8	-6	-1	O=C(c1ccc(F)cc1)C1CCN(C(=O)N2CCOCC2)CC1
-9	-2	0.1	1	2	7	3.0	7	1	CCn1nc(C(=O)OCC(=O)NC(C)C)c2ccccc2c1=O
-55	-7	-2.8	-10	7	1	-0.5	8	3	O=C(NC(=S)Nc1ccc(N2CCCCC2)cc1)c1cccs1

(cont.)
CRFR2-BP antag	GalR3 antagonist	IMP-1 inh	UBC9 SUMO inh	IDE cell activ	pCIP destab	VIM-2 inhibitor	NS3 helicase inh	IDE cell inh	SMILES
-10	5	x	x	-2	x	x	x	1	COC(=O)c1ccc2c(=O)[nH]c(COC(=O)c3cccc(S(=O)(=O)N4CCOCC4)c3)nc2c1
11	-6	0.3	7	1	-23	-0.2	11	-5	Cc1nnc(NC(=O)c2ccc3c(c2)C(=O)N(CC2CCCO2)C3=O)s1 (centres undefined)
-7	-4	-0.5	11	2	-12	-1.5	10	4	COc1ccc(-c2ccc(SCC(=O)NCc3ccco3)nn2)cc1
-27	-2	-3.3	0	3	-1	-1.3	12	-4	CCOC(=O)c1c(C2CC2)csc1NC(=O)COC(=O)c1cnc(Cl)c(Cl)c1
1	-8	-0.1	5	1	-3	-0.2	7	2	O=C(COc1ccc(Cl)cc1)NCCCNC(=O)c1ccccn1
19	2	-2.8	11	-1	-18	-0.1	-3	-2	O=C(CC12CC3CC(CC(C3)C1)C2)NCO
11	-5	-4.8	18	-2	-10	-2.9	-20	3	CCOC(=O)c1csc(COc2ccccc2Cl)n1
-2	x	-2.4	-24	7	-11	-0.8	-16	-2	CCc1cccc(NC2c3ccccc3C(=O)N2c2ccc(C)cn2)c1 (centres undefined)
-17	-5	-3.7	11	-4	-8	-3.6	-2	2	COC(=O)c1ccccc1S(=O)(=O)N(CCCO)Cc1cc2c(C)ccc(C)c2[nH]c1=O
-19	-6	-1.1	13	4	5	0.8	-16	-2	CNC(=O)c1ccc(Nc2nc(-c3ccccc3)nc3ccccc23)cc1

Remaining list, next part:
CRFR2-BP antag	GalR3 antagonist	IMP-1 inh	UBC9 SUMO inh	IDE cell activ	pCIP destab	VIM-2 inhibitor	NS3 helicase inh	IDE cell inh	SMILES
3	-7	-1.9	-3	4	-5	-0.6	5	-1	COc1ccc(Cn2c(=O)oc3ccccc32)cc1F
-4	1	-3.8	22	9	-2	-3.8	-21	0	COc1cc(NC(C)CCCN)c2ncccc2c1Oc1ccccc1 (centres undefined)
15	-1	-1.3	4	2	-7	-2.0	2	-2	CSc1ccc(C(=O)N2CCC(n3nccc3NC(=O)C3CC3)CC2)cc1
-3	1	-2.1	7	4	-2	-2.6	3	0	Cc1cc(Nc2cccc(Cl)c2C)n2ncnc2n1
17	-1	-2.9	13	1	-6	-1.4	2	-1	Cc1cccc(C)c1NC(=O)CS(=O)CC(=O)NC1CCN(Cc2ccccc2)CC1 (centres undefined)
15	-4	-5.3	14	5	-17	0.3	3	-1	Cc1ccc(-c2nc(NC(=O)CSc3nnc(C)s3)ns2)cc1
-4	-4	-1.5	15	2	-17	-1.1	-2	3	O=C(c1ccc(S(=O)(=O)N2CCCC2)cc1)N(Cc1ccco1)C1CCS(=O)(=O)C1 (centres undefined)
11	2	-4.5	2	3	-16	-2.8	14	5	COc1ccc(C(=O)N/N=C/C(Br)=C/c2ccccc2)cc1
-5	-4	-1.3	1	3	-1	0.5	1	6	CCSc1ccccc1C(=O)Nc1cc(C)on1
10	-1	-2.8	-9	4	2	-0.7	-19	5	CCN(C(=O)C1CCCN(c2ncnc3c2nc2n3CCCCC2)C1)c1cccc(Cl)c1 (centres undefined)

A draw from above in order of molecular weight, low to high.
CRFR2-BP antag	GalR3 antagonist	IMP-1 inh	UBC9 SUMO inh	IDE cell activ	pCIP destab	VIM-2 inhibitor	NS3 helicase inh	IDE cell inh	SMILES
-5	-4	-1.3	1	3	-1	0.5	1	6	CCSc1ccccc1C(=O)Nc1cc(C)on1
3	-7	-1.9	-3	4	-5	-0.6	5	-1	COc1ccc(Cn2c(=O)oc3ccccc32)cc1F
15	-4	-5.3	14	5	-17	0.3	3	-1	Cc1ccc(-c2nc(NC(=O)CSc3nnc(C)s3)ns2)cc1

(listing goes on)
CRFR2-BP antag	GalR3 antagonist	IMP-1 inh	UBC9 SUMO inh	IDE cell activ	pCIP destab	VIM-2 inhibitor	NS3 helicase inh	IDE cell inh	SMILES
-17	-5	-1.1	14	-17	3	0.1	-8	2	COc1ccc(NC(=O)CSc2nnc(-c3ccncc3)n2C)cc1
23	-5	-1.5	6	0	-2	2.1	3	-2	CCOC(=O)C1CCCN(C2CC(=O)N(c3cccc(C(F)(F)F)c3)C2=O)C1 (centres undefined)
-3	-8	-0.6	-1	4	2	-1.2	0	0	C=CCn1c(NCc2ccc(OC)cc2O)nc2ccccc21
10	-4	-0.3	4	10	4	0.7	2	-1	Cc1ccc(S(=O)(=O)N2CCN(S(=O)(=O)N3CCCCCC3)CC2)cc1
0	0	-3.8	12	2	-12	-1.2	-1	0	N#CCC(=O)Nc1ccc(C(=O)Nc2cccc(S(N)(=O)=O)c2)cc1
3	0	-0.7	8	3	-12	-3.6	5	2	Cc1nn(CC#N)c(=O)n1-c1ccc(Cl)cc1
-1	3	x	x	1	x	x	x	0	Cc1ccc(NC(=O)c2cc(S(=O)(=O)N(C)C)ccc2N2CCCC2)cc1S(=O)(=O)N(C)C
-5	2	-2.4	15	1	1	-0.9	4	6	Cc1cc(C(=O)CC#N)c(C)n1CC(F)(F)F

A different layout for part of the listing above:
Below each compound: CRFR2-BP antag, GalR3 antagonist, IMP-1 inh, UBC9 SUMO inh, IDE cell activ, pCIP destab, VIM-2 inhibitor, NS3 helicase inh, IDE cell inh
> COc1ccc(NC(=O)CSc2nnc(-c3ccncc3)n2C)cc1
→ -17, -5, -1.1, 14, -17, 3, 0.1, -8, 2
> CCOC(=O)C1CCCN(C2CC(=O)N(c3cccc(C(F)(F)F)c3)C2=O)C1 (centres undefined)
→ 23, -5, -1.5, 6, 0, -2, 2.1, 3, -2
> C=CCn1c(NCc2ccc(OC)cc2O)nc2ccccc21
→ -3, -8, -0.6, -1, 4, 2, -1.2, 0, 0
> Cc1ccc(S(=O)(=O)N2CCN(S(=O)(=O)N3CCCCCC3)CC2)cc1
→ 10, -4, -0.3, 4, 10, 4, 0.7, 2, -1
> N#CCC(=O)Nc1ccc(C(=O)Nc2cccc(S(N)(=O)=O)c2)cc1
→ 0, 0, -3.8, 12, 2, -12, -1.2, -1, 0
